EPAC2 antagonist: qHTS for Antagonist of cAMP-regulated guanine nucleotide exchange factor 2 (EPAC2): primary screen | Rap guanine nucleotide exchange factor 4 (Homo sapiens), Q8WZA2 | EPAC2 GEF exchange of Rap1B-BODIPY-GDP, fluorescence | Potency, µM (doses to about 114 µM), for inactives: at the top dose activity, negative = inhibition, most hits filed as inhibitors | 360,000 compounds, 0.18% hits | AID 720708, 2013; note: potency is the fitted concentration of half-maximal effect; % is set by controls: 0 for no effect and ±100 for the full control effect; nearly all actives have a fitted effect of over 45% in size; many of its hits are not listed in these tables
EPAC1 agonist: qHTS for Agonist of cAMP-regulated guanine nucleotide exchange factor 3 (EPAC1): primary screen | EPAC1 agonist qHTS, biochemical assay; response scale: 100% = response to 6.5 mM cAMP | Potency, µM (doses to about 154 µM), for the others: at the top dose activation, actives largely listed as activators | 360,000 compounds, 0.073% hits; note: potency is the fitted concentration of half-maximal effect; nearly all actives have a fitted effect of over 60% in size
Target sequence (O95398 whole entry, looked up): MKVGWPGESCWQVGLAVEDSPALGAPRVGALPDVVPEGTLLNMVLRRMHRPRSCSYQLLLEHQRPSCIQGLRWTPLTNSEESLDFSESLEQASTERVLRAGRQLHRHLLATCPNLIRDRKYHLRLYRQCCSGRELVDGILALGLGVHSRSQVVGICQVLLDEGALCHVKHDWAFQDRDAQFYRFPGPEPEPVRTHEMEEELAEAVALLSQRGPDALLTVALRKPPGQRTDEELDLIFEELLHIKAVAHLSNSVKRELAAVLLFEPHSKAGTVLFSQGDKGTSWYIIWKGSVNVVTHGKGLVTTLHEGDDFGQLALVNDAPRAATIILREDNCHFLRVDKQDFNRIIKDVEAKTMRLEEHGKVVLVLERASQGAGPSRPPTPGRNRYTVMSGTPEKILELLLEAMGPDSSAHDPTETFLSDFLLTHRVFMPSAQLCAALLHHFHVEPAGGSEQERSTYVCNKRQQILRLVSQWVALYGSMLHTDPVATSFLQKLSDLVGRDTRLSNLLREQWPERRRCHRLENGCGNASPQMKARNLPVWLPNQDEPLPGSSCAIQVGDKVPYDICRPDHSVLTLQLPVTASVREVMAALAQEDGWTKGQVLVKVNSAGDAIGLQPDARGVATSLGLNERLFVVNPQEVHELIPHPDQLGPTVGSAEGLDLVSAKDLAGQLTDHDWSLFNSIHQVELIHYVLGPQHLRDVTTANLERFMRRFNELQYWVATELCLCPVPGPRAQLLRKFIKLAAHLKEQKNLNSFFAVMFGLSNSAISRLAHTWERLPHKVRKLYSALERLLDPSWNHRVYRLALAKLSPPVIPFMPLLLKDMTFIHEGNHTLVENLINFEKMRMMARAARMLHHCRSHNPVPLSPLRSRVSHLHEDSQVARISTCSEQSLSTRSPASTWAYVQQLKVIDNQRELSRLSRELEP
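Nucleotide exchange by EPAC1 (100 nM) on Rap1B–BODIPY-GDP (250 nM) in the presence of 50 uM GDP is tracked fluorescently at 480/540 nm over 30 min. Signals are normalized to a 6.5 mM cAMP control.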
CCT modulator: High-Throughput Screening for Modulators of Cytosolic Chaperonin Activity. purified chaperonin ATPase assay, HTRF ADP detection, 30 min. activity change, % (test concentration not listed), hits read low. 360,000 compounds, 0.3% hits. AID 651819, 2012; in the data active = activity change below about -30%; note: % is set by controls: 0 for no effect and ±100 for the full control effect
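We incubate TRiC, 40 or 20 nM final, with library compounds at 76 uM and 10 uM ATP for 30 min at 37 °C. ADP formed is detected with Transcreener HTRF reagents after 30 min at room temperature.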
PLK1 PBD block: qHTS for Inhibitors of PLK1-PDB (polo-like kinase 1 - polo-box domain): Primary Screen; 360,000 compounds, 2.8% hits; AID 720504, 2013; Serine/threonine-protein kinase PLK1 (Homo sapiens), P53350; Potency, µM, inactives show max response, negative = inhibition, actives largely listed as inhibitors; Plk1 PBD binding of FITC phosphopeptide, fluorescence polarization; note: potency is the fitted concentration of half-maximal effect; series mostly up to about 57 µM; % is set by controls: 0 for no effect and ±100 for the full control effect; nearly all actives have a fitted effect of over 65% in size
EPAC1 antag: qHTS for Antagonist of cAMP-regulated guanine nucleotide exchange factor 3 (EPAC1): primary screen; 360,000 compounds, 0.14% hits; EPAC1 GEF assay, Rap1b-BODIPY-GDP exchange fluorescence; Potency, µM (series often up to 115 µM), for the others: top-dose activity change, negative = inhibition, hits mostly inhibitors; Rap guanine nucleotide exchange factor 3 (Homo sapiens), O95398;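 note: potency is the fitted concentration of half-maximal effect; plate controls were vehicle for no effect and positive control for full effect; nearly all actives have a fitted effect of over 50% in size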
WRN inhibitor: qHTS for Inhibitors of WRN Helicase | Bifunctional 3'-5' exonuclease/ATP-dependent helicase WRN (Homo sapiens), Q14191 | WRN helicase unwinding, fluorescent forked duplex, kinetic | Potency, µM (highest dose often 114 µM), inactives show at the highest dose activity change, negative = inhibition, usual class: inhibitors | 360,000 compounds, 0.46% hits | AID 651768, 2012; note: potency is the fitted concentration of half-maximal effect; % is set by controls: 0 for no effect and ±100 for the full control effect; nearly all actives have a fitted effect of over 55% in size
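WRN at 20 nM final was preincubated with compound for 15 min at room temperature; reaction started with 100 nM forked duplex oligonucleotide carrying fluorophore and quencher plus 2 mM ATP (final). Unwinding followed kinetically by red fluorescence (ex 525/em 598 nm).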
PI5P4K alpha inh: qHTS for Inhibitors of phosphatidylinositol 5-phosphate 4-kinase (PI5P4K); PI5P4Kalpha enzyme, ADP-Glo luminescence, 60 min; stronger effect = lower value; max response, %; 330,000 compounds, 1.2% hits; AID 652105, 2013; active = max response of -50% or lower; inconclusive = between -30% and -50%; inactive = -30% or higher; note: value at the top dose of about 77 µM; % is set by controls: 0 for no effect and ±100 for the full control effect
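Enzyme plus substrate dispensed, test compounds pinned in, then ATP (5 microM final) added. After 60 min at RT, ADP-Glo reagent 1 for 45 min and reagent 2 for 30 min preceded luminescence imaging.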
Mm-Cpn inhibitor: Inhibitors of TCP-1 ring complex (TRiC) of Methanococcus maripaludis (MmCpn): qHTS | Chaperonin Mm-Cpn (Methanococcus maripaludis) | purified Mm-Cpn ATPase, ADP Transcreener TR-FRET | Potency, µM (doses to about 76.9 µM), for the others: top-dose activity, negative = inhibition, actives largely listed as inhibitors | 330,000 compounds, 0.031% hits | AID 504842, 2011; note: potency is the fitted concentration of half-maximal effect; % is set by controls: 0 for no effect and ±100 for the full control effect; nearly all actives have a fitted effect of over 80% in size
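Quantitative HTS used 25 nM Mm-CPN and 10 uM ATP in magnesium/KCl Tris buffer, pH 7.4, with 1 mM DTT. Hydrolysis ran 30 min at 37°C; ADP was read by HTRF.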
* hit, by the source's call; ? = inconclusive; · = no result given; [ ] = remark or other dose. Unless noted, calls come from the whole dose curve; as a rule, active = well fitted curve in the direction sought with a large enough effect; inconclusive = small, poorly fitted or top-dose-only effect, or another doubt; inactive = no such curve, though single readings can be large; an effect the other way counts as inactive or inconclusive.

SMILES | EPAC2 antagonist | EPAC1 agonist | CCT modulator | PLK1 PBD block | EPAC1 antag | WRN inhibitor | PI5P4K alpha inh | Mm-Cpn inhibitor
COC(=O)C1=C(C(=O)OC)[C@@H]2N(C)c3ccccc3[C@@]23C[C@@H](C(=O)OC)N(C(=O)c2ccc(Br)cc2)C3=N1 | 7% | -8% | -0.9 | -9% | -3% | -6% | 9 | 1%
CCOc1ccc(NC(=O)c2ccncc2)cc1 | -10% | 3% | -3.6 | -5% | 6% | -5% | 0 | 1%
COc1ccc(CCNC(=O)Cc2ccc(OC)c(OC)c2)cc1OC | 21% | -13% | -2.5 | -11% | -14% | 7% | 0 | ·
Cc1cc(=O)oc(C)c1C(=O)Nc1cccnc1Cl | 7% | 8% | -1.5 | 51%[activator] | -3% | 5% | -3 | 2%
CCOc1cc(Cl)c(S(=O)(=O)NCCCn2ccnc2)cc1Cl | -11% | -6% | -1.2 | -4% | -19% | 11% | 2 | -1%
CC[C@H](C)[C@@H]1NC(=O)c2cc([N+](=O)[O-])cc(I)c2SC[C@@H](C(N)=O)NC(=O)[C@H](CCCCN)NC1=O | -15% | -8% | -4.2 | -10% | -10% | -23% | -21 | -4%
O=C(O)CCc1nn2c3ccccc3nc2n(Cc2ccccc2)c1=O | -3% | -2% | -3.8 | -2% | -14% | 13%[57.1 µM] | -1 | 1%
CCOC(=O)NNC(=O)C1CCC(C)CC1 (stereo not given) | 4% | 4% | -1.8 | -9% | -12% | 5%[57.1 µM] | -22 | 0%
CCCC(=O)Nc1ccc(C(=O)NCC2CCCO2)cc1 (stereo not given) | -5% | 0% | 0.0 | -8% | 9% | 3% | 0 | 1%
CCc1ccc(OCC(=O)NC(C)(C)C)cc1 | -1% | -7% | -1.1 | 0% | -3% | 4% | -4 | -1%
Cc1ccc(-c2ccc(CCC(=O)O)n2-c2ccc(C(=O)O)cc2)cc1 | 5% | 15% | -0.8 | -5% | 1% | 2% | -8 | 3%
O=C(CN1CCN(S(=O)(=O)c2ccc(Cl)c(C(F)(F)F)c2)CC1)NC(=O)NC1CCCCC1 | -20% | 6% | -0.5 | -5% | -20% | 2% | 16 | ·
O=C(c1ccc(CNc2c(N3CCCC3)c(=O)c2=O)cc1)N1CC=C(c2ccccc2)CC1 | -12% | 6% | -0.9 | -13% | -9% | -7% | 2 | -1%
Cc1cc(NC(=O)CSCc2ccccc2C)no1 | 4% | -9% | 0.8 | -5% | -4% | 2% | 5 | -1%
CCCCc1nnc(NC(=O)C2CC(=O)N(c3ccc(C)cc3)C2)s1 (stereo not given) | 0% | 3% | -1.8 | -7% | -21% | 2%[57.1 µM] | -7 | -1%
CNC(=O)N(O)C1N(/N=C/c2cc(Br)ccc2O)C(=S)SC1(C)C (stereo not given) | -1% | 12% | 0.0 | -12% | -11% | -9% | -4 | 1%
Cc1cc(S(=O)(=O)N2CCCC2)ccc1OCC(=O)Nc1ccc(C(N)=O)cc1 | -4% | 1% | -1.4 | -6% | ? | 4% | 2 | 5%
Oc1ccc(C[C@H]2CNC(=S)N2CC2CCCN2C[C@H](Cc2ccc(O)cc2)N2C[C@H](Cc3ccc(O)cc3)N(CC3CCCCCC3)C2=S)cc1 (stereo not given in full) | 5% | 5% | 2.8 | 1% | -5% | -4% | -29 | ·
C=CCN1c2ccccc2[C@]23C[C@@H](C(=O)OC)N(C(=O)OCC)C2=NC(C(=O)OC)=C(C(=O)OC)[C@H]13 | 12% | 8% | 1.1 | -12% | -7% | -1% | 4 | ·
Cc1cccc(S(=O)(=O)NC(=O)C2(C)CCN2C(=O)c2ccccc2CCc2ccccc2)c1 (stereo not given) | 7% | 1% | -2.4 | -1% | -7% | 1% | -4 | ·
Cc1c(C)c2ccc(OCC(=O)NCCc3c[nH]c4ccccc34)c(C)c2oc1=O | 5% | -14% | 0.2 | -3% | 2% | -2% | 0 | 3%
CC1(C)CC(=O)C=C(Nc2ccc(Br)cc2F)C1 | 18% | -5% | 0.2 | -7% | 2% | 11% | 1 | 2%
NC(=O)Cn1nc([N+](=O)[O-])nc1Oc1ccccc1F | 1% | 1% | -2.8 | 7% | 14% | -6% | -5 | 0%
CCOc1ccc(N2C(=O)/C(=C\c3ccc(OC)c(O)c3)S(=O)(=O)C2c2cccc([N+](=O)[O-])c2)cc1 (stereo not given) | 7% | -3% | -1.7 | -18% | -9% | 9% | -10 | -4%
CC1=C(C(N)=O)C(c2cccs2)n2nc(-c3cccc(Cl)c3)nc2N1 (stereo not given) | -17% | -11% | -2.9 | -10% | 0% | -7% | 3 | -3%
Cc1ccc(C)c(NC(=O)/C(C#N)=C/c2cn(CC(=O)NCc3ccco3)c3ccccc23)c1 | 9% | 0% | -1.8 | 4% | -2% | -21%[57.1 µM] | -9 | 1%
O=C(CSc1ncnc2sc3c(c12)CCC3)Nc1ccccc1C(=O)O | -7% | -4% | -0.1 | -18% | -9% | ? | -84* | 1%
CCN1C2=C(C(=O)CCC2)C(c2ccc(O)c(Br)c2)C2=C1CCCC2=O | 3% | 5% | 0.7 | -21% | -17% | -9% | · | -3%
CC(C)(C)NC(=S)NCc1ccncc1 | 0% | 0% | -3.3 | 0% | -1% | -1% | 0 | 3%
COc1ccc(C(=O)c2oc3nc(C)cc(C)c3c2N)cc1 | -1% | -4% | -1.8 | -1% | 2% | 0% | -2 | 1%
COc1cc(C(=O)NC2(C(F)(F)F)NC(=O)N(CCCc3ccccc3)C2=O)cc(OC)c1OC (stereo not given) | -21% | -10% | -5.0 | -7% | -22% | -2% | 1 | -2%
COc1ccccc1NC(=O)C1=C(C)Nc2nc(-c3cccs3)nn2C1c1cccnc1 (stereo not given) | -3% | -9% | 0.4 | -3% | 3% | -3% | -3 | -1%
CCOc1ccc(NC2=NCC(=O)N2Cc2cccs2)cc1 | -1% | -4% | 0.5 | 1% | 6% | 12% | 1 | 0%
Cc1cc2c(n1-c1ccc(Br)cc1)CC(C)(C)CC2=O | -5% | 10% | -0.7 | -5% | -22% | -10% | · | -2%
CC(Sc1nc2c(c(=O)[nH]1)CCCC2)C(=O)Nc1ccc(S(N)(=O)=O)cc1 (stereo not given) | -2% | -1% | 1.3 | 1% | -5% | -5% | 1 | 1%
O=C(C[n+]1ccc(C(=O)N/N=C/c2ccc(Cl)cc2Cl)cc1)c1ccccc1 | 3% | 0% | 2.1 | -3% | 13% | -4%[57.1 µM] | · | 0%
CCOC(=O)c1c(NC(=O)COC(=O)CCOc2ccc(OCC)cc2)sc(C(=O)N(C)C)c1C | -18% | 7% | -0.9 | -13% | -20% | -7% | 0 | -3%
OC(c1ccc(F)c(F)c1)c1nc(-c2cncnc2)cs1 (stereo not given) | 5% | -21% | -1.1 | 3% | 6% | -1% | 3 | ·
COc1ccc(F)cc1C(=O)C1CCCN(C(=O)CCc2ccccn2)C1 (stereo not given) | -4% | 5% | -2.0 | ? | -6% | -2% | -5 | -2%
CCOC(=O)/C(C#N)=C\c1ccc(OC)c(OC)c1 | -2% | 12% | 1.9 | -16% | 17% | 0% | 2 | 1%
Nc1cc(=O)[nH]c(=O)n1Cc1ccco1 | 2% | 6% | -2.7 | -8% | 2% | 3% | -4 | 0%
O=C(CSc1nnc2ccccn12)NCCc1ccc(Cl)cc1 | -1% | 11% | 0.5 | ? | 1% | -1% | -10 | 0%
CC(=O)N1CCN(S(=O)(=O)c2cccc(C(=O)OCc3ccc(C(C)(C)C)cc3)c2)CC1 | -3% | 9% | -1.8 | -4% | -2% | -2% | -1 | 1%
Cc1ccc(Nc2nnc(SCC(=O)NCC3CCCO3)s2)cc1C (stereo not given) | 5% | 5% | 2.7 | 2% | -5% | -11% | -1 | -15%
COc1ccc(C(CNC(=O)c2c(C)nn(Cc3ccc(C)cc3)c2Cl)N2CCOCC2)cc1 (stereo not given) | -4% | -2% | -3.6 | -17% | -14% | -20% | 6 | 0%
COCC(=O)NNS(=O)(=O)c1ccccc1[N+](=O)[O-] | ? | 1% | 0.0 | -12% | -20% | -20%[57.1 µM] | 2 | 2%
CN(CC(=O)Nc1ccccc1Br)C(=O)c1ccccc1-c1nc2ccccc2s1 | -3% | 9% | -0.3 | -9% | -22% | -35% | 10 | -11%
O=C1CSC(c2ccccn2)N1c1ccc(F)cc1F (stereo not given) | -4% | -2% | -2.0 | -6% | -25% | 3% | 4 | 3%
CC(=O)Nc1cccc(C(=O)/C=C/c2ccc(Br)cc2)c1 | -8% | 14% | 0.0 | -27% | -19% | -9%[11.6 µM] | 3 | 1%
C/C(=N/NC(=O)CSc1nc2ccccc2n1C)c1ccncc1 | 5% | -2% | -7.0 | -12% | -2% | -8% | -7 | 1%
Cc1c(C)[n+](=O)c(-c2ccc(Br)cc2)c(C)n1[O-] | 1% | 6% | -0.4 | -6% | 4% | -4% | 2 | 0%
CC(=O)c1cccc(OCc2cc(C(=O)N(C)CCc3ccccn3)no2)c1 | -1% | -5% | -1.7 | -18% | -15% | 3% | 5 | 0%

Screens (PubChem)

A portion of the library (hit frequency here may not be typical).
